LEDGF integ inh – blockers of LEDGF/p75-dependent integrase strand transfer – biochemical, TR-FRET, high throughput, primary screen; inhibition, % at 3.7 µM; TR-FRET IN-LEDGF/p75 DNA integration, Eu/Cy5; actives 0.64% (n = 370,000); HIV-1 integrase (with human LEDGF/p75); AID 743269, 2014;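 active = inhibition above the screen-wide mean plus 3 SD, cut at about 13% in these data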;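 also: signal is the Cy5 over europium emission ratio at 671 and 618 nm; 0% = plate median of compound wells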
TCR-CD3 inh – inhibitors of human TCR-CD3 interaction, primary screen, biochemical, fluorescence, TAMRA-labeled TCR probe; T-cell receptor (TCR); inhibition, % at 9.4 µM; actives 0.37% (n = 360,000); AID 651800, 2012; in the data active = inhibition above about 19%;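 also: recombinant mutant TCR 2C K166C tagged with TAMRA read by polarization; 0% = receptor in buffer alone and 100% = receptor with positive control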
UHRF1 binding – UHRF1 methylated DNA binding inhibitors, primary screen, counter-screen for MBD2 inhibitor project, biochemical, TR-FRET, human UHRF1, single concentration | UHRF1 binding to methylated oligo | inhibition, % at 4.4 µM | actives 0.75% (n = 370,000) | AID 687016, 2013; in the data active = inhibition above about 21%;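 also: UHRF1 SRA domain binding a hemimethylated CpG hairpin DNA probe; 0% = median of test compound wells and 100% = reference inhibitor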
PG9 Ab binder – binders of HIV-1 gp120 antibody PG9, primary screen, biochemical, TR-FRET | TR-FRET gp120-PG9 antibody binding | inhibition, % at 6.7 µM | HIV-1 gp120 / PG9 antibody interaction | actives 0.43% (n = 360,000); in the data active = inhibition above about 8.5%
HTRA1 inhibitor – HTRA1 serine protease inhibitors, primary screen, biochemical, fluorescence polarization, HTS | recombinant HTRA1, FP-rhodamine activity-based probe | inhibition, % at 5.96 µM | actives 0.5% (n = 340,000); in the data active = inhibition above about 36%;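 also: 0% = enzyme with DMSO and 100% = wells lacking enzyme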
Target sequence (Q92743 whole entry, looked up): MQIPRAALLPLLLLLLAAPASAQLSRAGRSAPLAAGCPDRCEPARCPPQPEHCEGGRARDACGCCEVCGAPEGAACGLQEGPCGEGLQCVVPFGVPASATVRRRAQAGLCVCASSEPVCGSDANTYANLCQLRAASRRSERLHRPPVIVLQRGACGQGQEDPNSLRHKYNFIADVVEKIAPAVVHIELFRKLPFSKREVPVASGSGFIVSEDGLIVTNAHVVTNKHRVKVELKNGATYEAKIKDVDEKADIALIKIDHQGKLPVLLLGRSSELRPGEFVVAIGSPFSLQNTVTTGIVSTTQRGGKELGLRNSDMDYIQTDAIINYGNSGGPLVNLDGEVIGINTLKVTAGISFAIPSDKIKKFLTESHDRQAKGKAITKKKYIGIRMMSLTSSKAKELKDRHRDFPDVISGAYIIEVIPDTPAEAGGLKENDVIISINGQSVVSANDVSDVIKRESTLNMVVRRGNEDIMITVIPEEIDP
mABHD4 FP – ABHD4 inhibitors, primary screen, biochemical, fluorescence polarization, mouse; (Lyso)-N-acylphosphatidylethanolamine lipase (Mus musculus), Q8VD66; purified mABHD4, FP-Rh probe fluorescence polarization; inhibition, % at 8.92 µM; actives 0.54% (n = 370,000);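 active = inhibition exceeding the mean over every tested compound plus 3 SD, cut at about 30% in these data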;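 also: 0% = plate median of compound wells and 100% = S159A mutant with DMSO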
Target sequence (Q8VD66 whole entry, looked up): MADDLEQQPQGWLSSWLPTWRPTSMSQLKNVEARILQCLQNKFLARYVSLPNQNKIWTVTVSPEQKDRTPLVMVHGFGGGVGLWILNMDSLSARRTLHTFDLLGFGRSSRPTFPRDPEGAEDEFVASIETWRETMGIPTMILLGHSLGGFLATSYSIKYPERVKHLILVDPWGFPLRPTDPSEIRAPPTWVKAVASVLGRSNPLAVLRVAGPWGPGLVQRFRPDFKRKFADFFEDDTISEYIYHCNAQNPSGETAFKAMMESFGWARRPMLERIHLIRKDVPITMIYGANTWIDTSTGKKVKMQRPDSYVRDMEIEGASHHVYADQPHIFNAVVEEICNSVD
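assay system = mABHD4 protein | compound dosing = single nominal dose of 8.92 µM, 0.89% DMSO final | read-out basis = percent inhibition of probe binding, normalized to plate controls | schedule = Enzyme–compound pre-incubation 45 min, then probe 60 min, both 25 °C | detection = fluorescence polarization, excitation 525 nm, emission 598 nm, BODIPY TMR filters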
Rev-erbA mod – modulators of Rev-erb alpha DNA binding, primary screen, biochemical, FITC-DNA, fluorescence polarization, uHTS. actives 0.79% (n = 370,000). Rev-erbα–FITC-DNA binding, 90 min. AID 1259318, 2017. activity, % at 10 µM. Nuclear receptor subfamily 1 group D member 1 (Homo sapiens), P20393;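 active = activity above about 14%, limit read from the data; passing the limit was not always enough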;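 also: 0% = DMSO wells with 35 nM protein and 100% = DMSO wells with 750 nM protein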
rCAG RNA binder – binders of r(CAG) RNA repeats, primary screen, biochemical, fluorescence; actives 1.3% (n = 370,000); AID 651821, 2012; inhibition, % at 3 µM; r(CAG) RNA repeat, TO-PRO-1 dye displacement fluorescence;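 active = inhibition above the plate cutoff, the mean of all test compounds on that plate plus 3 SD, cut at about 35% in these data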;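 also: 0% = DMSO alone and 100% = 100 µM mitoxantrone as full dye displacement; higher means more dye released from RNA so lower well fluorescence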
MBD2 inh – inhibitors of MBD2 binding to methylated DNA, primary screen, biochemical, TR-FRET, DNA-binding domain, human. inhibition, % at 4.4 µM. AID 686964, 2013. actives 0.31% (n = 370,000). MBD2 binding to methylated oligonucleotide. Methyl-CpG-binding domain protein 2 (Homo sapiens), Q9UBB5; in the data active = inhibition above about 13%
PRMT1 inh – PRMT1 methyltransferase inhibitors, primary screen, biochemical, fluorescence polarization; recombinant PRMT1, activity-based probe fluorescence polarization; inhibition, % at 2.79 µM; actives 1.3% (n = 370,000); AID 652257, 2013; Protein arginine N-methyltransferase 1 (Homo sapiens), Q99873;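 active = inhibition above about 21% made by adding two undisclosed values, limit read from the data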
An asterisk follows results filed as active. These rows are one share of the data, so the mix of outcomes need not match the whole.

Results for Cc1ccsc1C(=O)OCC(=O)Nc1cccc(S(=O)(=O)N2CCCCC2)c1 ?
LEDGF integ inh: 0; TCR-CD3 inh: 7; UHRF1 binding: 1; PG9 Ab binder: 0.3; HTRA1 inhibitor: -19; mABHD4 FP: -1; Rev-erbA mod: -6; rCAG RNA binder: 6; MBD2 inh: -7; PRMT1 inh: 4

How did CCN(C(=O)c1ccco1)c1nnc(-c2ccc(OC)cc2)s1 do in these assays?
LEDGF integ inh: 0; TCR-CD3 inh: -1; UHRF1 binding: 9; PG9 Ab binder: 3.0; HTRA1 inhibitor: -5; mABHD4 FP: 1; Rev-erbA mod: 25*; rCAG RNA binder: -2; MBD2 inh: 1; PRMT1 inh: -1

Results for Cc1ccccc1CN1CCN(CC2CC2)CC1CCO (stereo unspecified) ?
LEDGF integ inh: -3; TCR-CD3 inh: -6; UHRF1 binding: 1; PG9 Ab binder: -1.5; HTRA1 inhibitor: 5; mABHD4 FP: 4; Rev-erbA mod: 5; rCAG RNA binder: -5; MBD2 inh: 1; PRMT1 inh: -4

How did Cc1cc(S(=O)(=O)N2CCN=C2c2ccccc2)c(C)cc1Cl do in these assays?
LEDGF integ inh: -1; TCR-CD3 inh: -1; UHRF1 binding: 0; PG9 Ab binder: -4.3; HTRA1 inhibitor: -5; mABHD4 FP: 1; Rev-erbA mod: 1; rCAG RNA binder: 1; MBD2 inh: -2; PRMT1 inh: -1

What do the screens show for `COc1cc(O)oc1C=Nc1ccc(C(F)(F)F)cc1`?
LEDGF integ inh: 2; TCR-CD3 inh: -4; UHRF1 binding: -6; PG9 Ab binder: 1.4; HTRA1 inhibitor: 0; mABHD4 FP: 0; Rev-erbA mod: -10; rCAG RNA binder: 3; MBD2 inh: -1; PRMT1 inh: 3

Results for CCCN(CCC)CCCNC(=S)Nc1ccc2nc3n(c(=O)c2c1)CCCCC3 ?
LEDGF integ inh: 3; TCR-CD3 inh: 2; UHRF1 binding: 1; PG9 Ab binder: -0.1; HTRA1 inhibitor: -3; mABHD4 FP: -9; Rev-erbA mod: -7; rCAG RNA binder: -1; MBD2 inh: -2; PRMT1 inh: -5

How did CC1CC(=O)NN1C(=O)c1ccccc1 (stereo unspecified) do in these assays?
LEDGF integ inh: 0; TCR-CD3 inh: 10; UHRF1 binding: -4; PG9 Ab binder: -1.9; HTRA1 inhibitor: 9; mABHD4 FP: 0; Rev-erbA mod: -1; rCAG RNA binder: -2; MBD2 inh: -4; PRMT1 inh: -4

What do the screens show for `C[C@@H]1CN([C@@H](C)CO)S(=O)(=O)c2ccc(Br)cc2O[C@@H]1CN(C)C(=O)c1ccc(F)cc1`?
LEDGF integ inh: -1; TCR-CD3 inh: -1; UHRF1 binding: 1; PG9 Ab binder: -2.7; HTRA1 inhibitor: -2; mABHD4 FP: 5; Rev-erbA mod: -4; rCAG RNA binder: 2; MBD2 inh: 2; PRMT1 inh: -2

What do the screens show for `CCOc1ccc(C(=O)COC(=O)c2cc(=O)[nH]c3ccccc23)cc1`?
LEDGF integ inh: 0; TCR-CD3 inh: 5; UHRF1 binding: -4; PG9 Ab binder: -1.6; HTRA1 inhibitor: -9; mABHD4 FP: -4; Rev-erbA mod: -4; rCAG RNA binder: 9; MBD2 inh: -7; PRMT1 inh: 2

Results for CCOC(=O)c1cnc2c(OC)cccc2c1N1CCN(c2ccccc2OC)CC1 ?
LEDGF integ inh: 1; TCR-CD3 inh: 10; UHRF1 binding: 1; PG9 Ab binder: -1.4; HTRA1 inhibitor: -12; mABHD4 FP: -4; Rev-erbA mod: 4; rCAG RNA binder: -9; MBD2 inh: 2; PRMT1 inh: 1

What do the screens show for `CCOC(=O)c1c(NC(=O)c2c(Br)cnn2C)c(C#N)nn1-c1ccccc1`?
LEDGF integ inh: 1; TCR-CD3 inh: 1; UHRF1 binding: -2; PG9 Ab binder: -1.6; HTRA1 inhibitor: 3; mABHD4 FP: -2; Rev-erbA mod: 3; rCAG RNA binder: -1; MBD2 inh: -1; PRMT1 inh: 0

What do the screens show for `CC(C)OC(=O)c1cccc2c1C(=O)c1ccccc1-2`?
LEDGF integ inh: 0; TCR-CD3 inh: 0; UHRF1 binding: -5; PG9 Ab binder: -0.6; HTRA1 inhibitor: -17; mABHD4 FP: 0; Rev-erbA mod: 4; rCAG RNA binder: -2; MBD2 inh: 8; PRMT1 inh: 1

What do the screens show for `NC(=O)C[C@H](N)c1cn([C@@H](CC(N)=O)C(=O)N2CCNCC2)nn1`?
LEDGF integ inh: 5; TCR-CD3 inh: 0; UHRF1 binding: 11; PG9 Ab binder: -0.2; HTRA1 inhibitor: -6; mABHD4 FP: 5; Rev-erbA mod: -2; rCAG RNA binder: -3; MBD2 inh: 1; PRMT1 inh: 1

Results for CNS(=O)(=O)c1cc2c3c(cccc3c1)C(=O)NC2=O ?
LEDGF integ inh: -3; TCR-CD3 inh: 2; UHRF1 binding: -9; PG9 Ab binder: -2.6; HTRA1 inhibitor: 4; mABHD4 FP: 2; Rev-erbA mod: -1; rCAG RNA binder: 0; MBD2 inh: -10; PRMT1 inh: -1

What do the screens show for `CC(C)c1ccc(NC2CCCN(C(=O)CN3CCCCC3=O)C2)cc1` (stereo unspecified)?
LEDGF integ inh: 5; TCR-CD3 inh: 6; UHRF1 binding: 2; PG9 Ab binder: -1.1; HTRA1 inhibitor: 5; mABHD4 FP: -6; Rev-erbA mod: -10; rCAG RNA binder: -1; MBD2 inh: 0; PRMT1 inh: -3

What do the screens show for `NC(=S)N/N=C/c1ccc(-c2cc(Cl)ccc2Cl)o1`?
LEDGF integ inh: 0; TCR-CD3 inh: 2; UHRF1 binding: -8; PG9 Ab binder: 1.1; HTRA1 inhibitor: 20; mABHD4 FP: 5; Rev-erbA mod: -4; rCAG RNA binder: 21; MBD2 inh: 2; PRMT1 inh: 8

Results for CCn1c(=S)sc2c(=O)n(CC(=O)NC(C)CCc3ccccc3)c(C)nc21 (stereo unspecified) ?
LEDGF integ inh: 3; TCR-CD3 inh: 5; UHRF1 binding: 1; PG9 Ab binder: -0.5; HTRA1 inhibitor: 0; mABHD4 FP: -5; Rev-erbA mod: 11; rCAG RNA binder: 1; MBD2 inh: 1; PRMT1 inh: 0

How did Cc1ccc(Cl)cc1N1CCN(C(=O)c2ccc(NC3=NC4CS(=O)(=O)CC4S3)cc2)CC1 (stereo unspecified) do in these assays?
LEDGF integ inh: 0; TCR-CD3 inh: 1; UHRF1 binding: 0; PG9 Ab binder: 2.1; HTRA1 inhibitor: 4; mABHD4 FP: 7; Rev-erbA mod: -5; rCAG RNA binder: 9; MBD2 inh: 6; PRMT1 inh: -1

What do the screens show for `COc1ccc(OC)c(CNc2c(C=O)c(=O)[nH]c3ccccc23)c1`?
LEDGF integ inh: 1; TCR-CD3 inh: 6; UHRF1 binding: 43*; PG9 Ab binder: -0.2; HTRA1 inhibitor: -1; mABHD4 FP: 2; Rev-erbA mod: 3; rCAG RNA binder: -6; MBD2 inh: -3; PRMT1 inh: -1

What do the screens show for `COc1cc(/C=C\C(=O)O)cc(S(=O)(=O)N2CCCCCC2)c1OC`?
LEDGF integ inh: 2; TCR-CD3 inh: -1; UHRF1 binding: -1; PG9 Ab binder: 1.7; HTRA1 inhibitor: 4; mABHD4 FP: 5; Rev-erbA mod: 3; rCAG RNA binder: 5; MBD2 inh: -2; PRMT1 inh: 4

Results for Cc1cc2oc(=O)cc(CN3CCN(S(=O)(=O)c4cccs4)CC3)c2cc1C(C)C ?
LEDGF integ inh: -1; TCR-CD3 inh: 2; UHRF1 binding: 1; PG9 Ab binder: -2.3; HTRA1 inhibitor: -1; mABHD4 FP: 4; Rev-erbA mod: 6; rCAG RNA binder: 4; MBD2 inh: -3; PRMT1 inh: 2

Results for COCC(=O)N1CCC(n2nccc2NC(=O)CCOc2ccccc2)CC1 ?
LEDGF integ inh: 5; TCR-CD3 inh: 4; UHRF1 binding: 1; PG9 Ab binder: -2.0; HTRA1 inhibitor: 2; mABHD4 FP: -1; Rev-erbA mod: -2; rCAG RNA binder: 0; MBD2 inh: -2; PRMT1 inh: 2

Results for O=Cc1c(N2CCOCC2)nc2ccccn2c1=O ?
LEDGF integ inh: -3; TCR-CD3 inh: -3; UHRF1 binding: 0; PG9 Ab binder: -1.6; HTRA1 inhibitor: -5; mABHD4 FP: -1; Rev-erbA mod: 1; rCAG RNA binder: 3; MBD2 inh: -1; PRMT1 inh: 0

How did COC(=O)c1cc2c(c3c4cc(F)ccc4n(C(=O)c4ccccc4)c13)C(=O)N(Cc1ccco1)C2 do in these assays?
LEDGF integ inh: 11; TCR-CD3 inh: 6; UHRF1 binding: -3; PG9 Ab binder: -0.9; mABHD4 FP: 3; Rev-erbA mod: -11; rCAG RNA binder: 33; MBD2 inh: -6; PRMT1 inh: 8

Results for NC(=O)Cn1cc(/C=N\NS(=O)(=O)c2ccccc2)c2ccccc21 ?
LEDGF integ inh: 3; TCR-CD3 inh: 9; UHRF1 binding: 3; PG9 Ab binder: -2.6; HTRA1 inhibitor: 1; mABHD4 FP: -3; Rev-erbA mod: 3; rCAG RNA binder: 4; MBD2 inh: -1; PRMT1 inh: 0

What do the screens show for `O=C(NCc1nnnn1-c1ccc(F)cc1)C1CC(=O)N(c2ccc(F)cc2)C1` (stereo unspecified)?
LEDGF integ inh: -1; TCR-CD3 inh: 2; UHRF1 binding: 2; PG9 Ab binder: 0.8; HTRA1 inhibitor: 1; mABHD4 FP: -7; Rev-erbA mod: 4; rCAG RNA binder: 1; MBD2 inh: 0; PRMT1 inh: 2

How did NC(=O)CSc1nnc(-c2cccc(S(=O)(=O)N3CCOCC3)c2)n1C1CCCCCC1 do in these assays?
LEDGF integ inh: -2; TCR-CD3 inh: 7; UHRF1 binding: -1; PG9 Ab binder: 1.0; HTRA1 inhibitor: 2; mABHD4 FP: 5; Rev-erbA mod: 1; rCAG RNA binder: -8; MBD2 inh: -5; PRMT1 inh: -4

Results for Cc1ccc(-c2csc(NCCc3nc4cc(Cl)c(Cl)cc4n3CCCO)n2)cc1 ?
LEDGF integ inh: 0; TCR-CD3 inh: -2; UHRF1 binding: 1; PG9 Ab binder: 0.7; HTRA1 inhibitor: -16; mABHD4 FP: -6; Rev-erbA mod: 0; rCAG RNA binder: 13; MBD2 inh: 3; PRMT1 inh: 2
